UTI89 phage lysis – protection from phage-mediated lysis, alamar blue read-out – E. coli UTI89, K1F phage, bacterial capsule biogenesis inhibitors (AID 488966). E. coli UTI89 K1F phage lysis, alamar blue, 2 h; higher % means a stronger effect. inhibition, % at 100 µM; hits with a dose series show IC50 in µM. hit rate 0.02% among 340,000;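 active means phage lysis inhibition, versus mean bacterial control, above a set limit; inconclusive means no clear call, values can overlap the other calls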;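 further: capsule biogenesis inhibitors block K1F phage lysis so surviving cells raise fluorescence; higher fluorescence means more inhibition of phage lysis; actives were called in the ten point dose series up to 300 µM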
NTR1 ag – agonists of NTR1, primary screen, imaging, U2OS cells, beta-arrestin-GFP, high content (AID 493036); NTR1-U2OS beta-arrestin-GFP spot imaging, agonist mode; activation, % at 20 µM; hit rate 0.17% among 330,000;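 active means activation at or above 40% of the spot to cytoplasm intensity ratio, with at least 20 cells analyzed; inconclusive means wells under 20 cells, flagged as cytotoxic or low count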;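 further: 0% = DMSO without peptide and 100% = 100 nM NTR1 peptide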
Target sequence (P30989 whole entry, looked up): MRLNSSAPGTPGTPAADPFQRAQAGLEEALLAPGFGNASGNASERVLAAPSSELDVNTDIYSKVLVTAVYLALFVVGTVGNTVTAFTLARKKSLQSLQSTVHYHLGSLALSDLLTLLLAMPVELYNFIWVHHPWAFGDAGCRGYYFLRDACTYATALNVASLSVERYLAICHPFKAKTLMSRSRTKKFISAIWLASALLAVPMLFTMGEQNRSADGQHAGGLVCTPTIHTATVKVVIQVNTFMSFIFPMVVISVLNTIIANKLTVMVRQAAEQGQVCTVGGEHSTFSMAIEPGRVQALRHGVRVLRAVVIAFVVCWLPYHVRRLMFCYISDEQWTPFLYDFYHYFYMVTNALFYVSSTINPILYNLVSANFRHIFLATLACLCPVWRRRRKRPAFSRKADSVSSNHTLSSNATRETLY
Myeloid diff 2 – promotes myeloid progenitor differentiation; ER-HoxA9 myeloid progenitors, lysozyme-GFP differentiation, flow cytometry; calls only at 10 µM; hit rate 1% among 360,000;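 active means normalized GFP-positive differentiation at or above the plate's own cutoff, the solvent-only control mean plus 3 SD; inconclusive means no clear call, values can overlap the other calls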;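 further: cells exposed to compound for four days before flow analysis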
SV40 large T antigen – TAg ATPase/helicase activity blockers – biochemical (AID 1903). SV40 large T antigen ATPase/helicase inhibition assay; higher % means a stronger effect. one-dose inhibition, % at 20 µM; IC50 in µM for titrated hits. hit rate 0.39% among 310,000; in the data active means a potency from the dose series; inconclusive means inhibition mostly from about 32% at the one dose, without a potency; inactive means the rest, 99 in 100 with inhibition below about 32%; further: strong numbers were not always called active
TNAP activation fold – human TNAP enzyme activators, primary screen, biochemical, luminescent, no phosphate acceptor, uHTS (AID 1001); purified TNAP, luminescent activation assay, no phosphate acceptor; higher activation fold means a stronger effect; activation fold at 20 µM; hits with a dose series show EC50 in µM; hit rate 0.03% among 200,000; in the data active means activation fold from about 3, or a potency from the dose series; inactive means the rest, 99 in 100 with activation fold below about 1.6; further: many of its hits are not listed in these tables
Rac1 GTP hydrolysis – MgcRacGAP GTPase-activating activity inhibitors, confirmation, biochemical, ADP Hunter fluorescence. hit rate 0.6% among 340,000. MgcRacGAP-stimulated Rac1 GTP hydrolysis, ADP Hunter fluorescence; higher % means a stronger effect; GST-tagged Rac1 F28L mutant substrate. AID 624330. one-dose inhibition, % at 30 µM; IC50 in µM for titrated hits;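 active means first-screen hits whose inhibition reached a set limit at any dose in the follow-up dose series; inconclusive means inhibition above the set first-screen limit but never retested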;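 further: fluorescence reports GDP produced by GAP-driven GTP hydrolysis; strong numbers were not always called active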
RSV CPE inhibition – inhibition of RSV-induced cytopathic effect – HEp-2 cells, primary 10 µM value included (AID 2391) | HEp-2 cells, RSV-induced CPE inhibition; higher % means a stronger effect | CPE inhibition, % at 10 µM; hits with a dose series show IC50 in µM | hit rate 0.13% among 310,000; in the data active means a potency from the dose series; inconclusive means CPE inhibition mostly from about 23% at the one dose, without a potency; inactive means the rest, 99 in 100 with CPE inhibition below about 21%; further: strong numbers were not always called active
T cell modulator – modulates CD8 T cell binding to vesicles; calls only at 7 µM; 2C CD8+ T cell-vesicle binding, flow cytometry; hits give low values; hit rate 0.068% among 330,000;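 active means response, share of CD8 T cells binding vesicles, and their 90th percentile fluorescence all below set limits, cut at about 80% in these data, passing the limit was not always enough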
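Test system: purified 2C TCR transgenic mouse naive CD8+ T cells. Probe or stimulus: QL9-peptide-loaded Drosophila micro-vesicles bearing Ld, ICAM-1 and B7-1. Incubation: binding step 1.5 h, 37 °C, antibody labelling 20 min, ice. Measured by: flow cytometry of vesicle-bound cells.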
Salmonella PhoP GFP – inhibitors of PhoP regulon expression, primary screen, Salmonella Typhimurium, GFP reporter (AID 1863) | S. Typhimurium PhoP-regulated promoter GFP reporter, 4 h; higher % means a stronger effect | inhibition, % at 50 µM, or IC50 in µM where a hit was titrated | hit rate 0.16% among 300,000;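 active means inhibition over 29.93%, a cutoff 3 SD above the screen mean, later confirmed by dose response; inconclusive means inhibition over 29.93% but no dose response follow-up; inactive means inhibition at most 29.93% or unconfirmed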;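 further: 0% = low Mg2+ inducing control and 100% = high Mg2+ repressing control; strong numbers were not always called active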
T cell modulator vesicle-bound % – also measured in T cell modulator; calls as there; double positive events, %; measured here: CD8+ vesicle-bound cell fraction;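 binding gate set so that unloaded-vesicle control wells show 10% double positive cells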
NTR1 ag cell count 20 µM – second read-out of NTR1 ag, no call of its own (marks repeat the call); cell count; measured here: cell count, cytotoxicity flag
Myeloid diff 2 GFP+ MAC1+ % – second read-out of Myeloid diff 2, no call of its own (marks repeat the call); GFP+ MAC1+ double positive, %; measured here: differentiation confirmed by MAC1 staining
* hit, by the source's call; i = inactive; ? = inconclusive; / = not tested or not shown; + = active, no number; [ ] = remark or other dose.

SMILES	UTI89 phage lysis	NTR1 ag	NTR1 ag cell count 20 µM	Myeloid diff 2	Myeloid diff 2 GFP+ MAC1+ %	SV40 large T antigen	TNAP activation fold	Rac1 GTP hydrolysis	RSV CPE inhibition	T cell modulator	T cell modulator vesicle-bound %	Salmonella PhoP GFP
O=C(Nc1nnc(-c2ccccn2)o1)c1ccc(Br)cc1	i	-0.5	81	i	1.3	19.3%	1.3	-2.7%	-0.7%	i	39.9	-10.0%
CC1C(=O)N2CCCc3cc(S(=O)(=O)N(C)c4ccccc4)cc1c32 (centres undefined)	0.3%	2.3	62	i	4.7	11.7%	/	-0.6%	0.7%	i	51.0	-10.3%
COc1cc2c(cc1OC)C(c1cc3cc(OC)c(OC)cc3[nH]c1=O)N(C(=O)C1CC1)CC2 (centres undefined)	2.9%	2.0	86	i	1.9	9.0%	1.1	8.0%	1.0%	i	57.3	-4.2%
COc1cc(/C=N/NC(=O)C(C)Nc2n[nH]c(=O)[nH]c2=O)ccc1O (centres undefined)	0.6%[50 µM]	0.3	60	i	1.4	22.0%	1	57.2µM*	2.5%	i	4.4	11.7%
Cc1cc(=O)[nH]c(N2CCN(C(=O)c3ccco3)CC2)n1	-0.1%	-0.6	59	i	0.7	4.9%	/	0.3%	0.8%	i	54.1	-3.0%
CCNc1nc(NCc2ccccc2)nc(SCC(N)=O)n1	0.7%	0.1	58	?	/	7.4%	1.1	-3.9%	0.6%	i	66.4	-6.3%
COC(=O)c1ccccc1N=Nc1c(N)n[nH]c1N	-0.1%	0.2	45	i	0.8	20.3%	/	19.9%	?	i	57.9	0.1%
O=Nc1c(O)n(Cc2ccc(Cl)cc2)c2ccccc12	-1.0%	4.6	67	i	0.9	-6.4%	0.9	5.9%	41.6%	i	8.7	-3.9%
CCOC(=O)CC(=O)NC(CC(=O)OC)c1ccc(C(C)C)cc1 (centres undefined)	0.1%	1.1	41	i	0.5	7.3%	1	4.7%	0.5%	i	20.5	-3.9%
COc1cccc(Nc2c(Nc3cccc(OC)c3)c(=O)c2=O)c1	1.1%	-0.1	75	i	1.4	20.2%	/	5.7%	1.9%	i	55.2	3.9%
Cc1cc(C)cc(NC(=S)N2CCC(NC(=O)c3ccc(F)cc3)CC2)c1	0.1%	0.4	29	i	3.9	2.8%	/	4.9%	2.1%	i	47.4	-6.7%
COc1ccc(C(C(=O)NC2CCCC2)N(C(=O)c2snc(-c3ccc(F)cc3)c2N)c2cccc(F)c2)cc1 (centres undefined)	1.5%	-1.6	85	i	0.9	21.6%	1.1	4.8%	1.9%	i	43.0	6.6%
COc1ccc(/C=C(/C(=O)c2cccs2)N2C=CC=CC2=C(C#N)C#N)cc1	-0.6%	/	/	i	0.5	30.5%	0.9	5.9%	/	/	/	9.3%
CSc1ccc(CN(C)C(=O)CNC(=O)c2ccc3c(c2)OCO3)cc1	-1.8%	0.6	59	/	/	17.1%	/	3.0%	-0.2%	i	13.7	5.9%
CC(Oc1ccc(Br)cc1)C(=O)Nc1ccc(S(=O)(=O)Nc2nccs2)cc1 (centres undefined)	-1.1%[50 µM]	4.6	66	i	0.4	6.3%	/	3.4%	14.6%	i	61.1	-2.2%
Cc1ccc(-c2nc(CN(Cc3c(C)nn(C)c3C)C(C)C)c(C)o2)o1	-0.4%	-0.5	37	i	0.2	23.5%	1	1.3%	0.8%	i	61.0	3.9%
CCN1CCN(C(c2cccs2)C(C)NC(=S)Nc2cccc(C)c2C)CC1 (centres undefined)	2.4%[50 µM]	2.2	53	i	0.3	13.8%	/	6.5%	-2.2%	i	38.8	-8.0%
O=C(Nc1cccc(-c2cn3cccnc3n2)c1)c1cccs1	-1.4%	-0.7	70	i	0.8	16.5%	1	-0.4%	0.9%	i	43.1	-2.2%
CN(C)C(=O)N1CCN(c2nc(-c3ccccc3)cs2)CC1	0.0%	0.1	72	i	0.4	3.9%	/	-5.0%	3.8%	i	41.4	8.6%
O=c1cc(CO)oc(CN2CCN(c3ccccc3)CC2)c1O	-0.3%	0.6	51	i	0.6	3.3%	1	7.8%	1.4%	i	14.9	-1.3%
O=C(Nc1ccc(F)c(Cl)c1)C1CCCC1	/	-0.5	42	i	0.2	9.2%	/	/	3.2%	i	42.2	/
Cc1ccc(S(=O)(=O)NCCC(=O)OCn2nnc3ccccc3c2=O)cc1	-0.3%	0.3	89	i	0.8	0.7%	1.1	2.2%	0.6%	i	35.5	34.9%
CCn1c2ccccc2c2cc(NC(=O)C3CCN(S(=O)(=O)c4cccs4)CC3)ccc21	0.2%	0.5	45	?	/	/	1	19.1%	8.2%	i	15.8	/
CCN(CC)c1nc(-c2ccc(Cl)cc2)cc(C(F)(F)F)c1C#N	0.5%	3.0	44	i	0.6	0.0%	1	6.8%	1.0%	i	30.7	-0.1%
COc1ccc(C(=O)N2CCN(c3ccccc3)CC2)cc1S(=O)(=O)N1CCCC1	-0.3%[50 µM]	1.0	45	i	0.4	3.3%	/	9.9%	0.6%	i	30.7	-4.2%

(continued)
SMILES	UTI89 phage lysis	NTR1 ag	NTR1 ag cell count 20 µM	Myeloid diff 2	Myeloid diff 2 GFP+ MAC1+ %	SV40 large T antigen	TNAP activation fold	Rac1 GTP hydrolysis	RSV CPE inhibition	T cell modulator	T cell modulator vesicle-bound %	Salmonella PhoP GFP
O=C(NCc1ccc2c(c1)OCO2)c1ccc2c(c1)C(=O)N(CC1CCCO1)C2=O (centres undefined)	0.6%	0.0	72	i	0.8	-0.1%	1.1	8.6%	0.8%	i	40.4	-0.7%
COc1ccccc1-c1noc(-c2ccco2)n1	0.6%	0.6	79	i	0.7	17.5%	1.1	3.9%	0.5%	i	65.4	-6.0%
Cc1ccc(N(CC(=O)N2CCN(c3ccccc3F)CC2)S(=O)(=O)c2c(C)noc2C)cc1	-0.4%	-0.8	50	?	/	12.7%	/	-44.7%	3.2%	i	22.4	3.0%
CCC(C)(C)n1nnnc1C(c1ccc(N(C)C)cc1)N1CCN(C2CCCCC2)CC1 (centres undefined)	0.2%	/	/	i	0.8	7.5%	1.1	3.7%	/	/	/	0.6%
COC(=O)[C@H](NC(=O)c1cc(-c2ccccc2)nc2ccccc12)c1ccccc1	3.4%	1.5	59	i	1.7	10.2%	/	7.3%	0.9%	i	20.4	1.0%
CC(C)N=C(NC#N)SCc1ccccc1	0.0%	0.6	50	i	2.4	3.7%	1.1	5.5%	1.3%	i	40.7	3.2%
N/C(=N\OC(=O)Nc1ccccc1)c1cccc(C(F)(F)F)c1	0.2%	0.9	64	i	1.9	8.1%	/	4.5%	3.6%	i	9.4	-19.6%
Nc1nc(N)c2c(n1)CCCC2	0.3%	2.2	61	i	0.2	/	/	9.8%	0.8%	i	33.6	4.1%
COc1ccc(C)cc1NC(=O)C1CCC(CNc2c(N3CCOCC3)c(=O)c2=O)CC1 (centres undefined)	-1.8%	0.1	65	i	2.9	3.6%	1.1	7.7%	3.3%	i	37.2	0.3%
Cc1ccc(C2C(C#N)=C(N)Oc3n[nH]c(-c4cccs4)c32)s1 (centres undefined)	-0.4%	4.1	80	i	0.6	27.3%	1.1	14.9%	2.6%	i	35.3	4.9%
Cc1ccc(Nc2nc(=O)c3cccnc3s2)cc1	-0.1%	1.0	46	i	4.5	-0.6%	1.1	14.1%	4.1%	i	58.5	2.4%
COc1ccc(CCNC(=O)c2cccc(S(=O)(=O)N3CCOCC3)c2)cc1OC	0.9%[50 µM]	-1.6	57	i	0.2	/	/	-1.7%	1.2%	i	45.3	/
Cc1ccnc(NC(=O)c2ccc(OCC3CCCO3)cc2)c1 (centres undefined)	0.9%[50 µM]	-1.6	42	i	0.6	11.4%	/	4.9%	-1.2%	i	43.3	0.1%
CN(CC(=O)Nc1ccc(F)c(F)c1)S(=O)(=O)c1cccc2cccnc12	0.0%	3.2	72	i	0.3	13.2%	/	6.6%	2.3%	i	29.2	-9.8%
CC1CCN(CCCN2C(=O)C3C(C(=O)Nc4cccc(Cl)c4)C4C=CC3(O4)C2C(=O)NC2CCCCC2)CC1 (centres undefined)	0.5%	0.2	58	i	3.3	4.5%	/	8.0%	1.5%	i	41.4	0.9%
CCN1CCN(C(=O)CN(CCc2ccccc2)S(C)(=O)=O)CC1	1.5%	0.8	36	i	5.7	4.0%	1.1	3.2%	2.7%	i	47.5	9.2%
Cc1ccc(-c2[nH][nH]c(=O)c(=O)c2N=Nc2ccccc2)cc1	0.1%	1.5	55	i	0.1	14.1%	/	5.9%	2.1%	i	51.9	0.2%
COc1ccc2[nH]c(C(=O)N3CCc4ccccc4C3)c(C)c2c1	4.5%	0.3	45	i	2.1	32.4%	/	6.8%	0.3%	i	10.8	-12.0%
COc1ccc(CCNc2nc(Cl)nc(NC(C)(C)CO)n2)cc1OC	0.8%	0.4	67	i	0.8	13.0%	/	4.9%	1.4%	i	58.2	3.0%
O=c1[nH]cnc(O)c1C(c1ccc2c(c1)OCO2)c1c(O)nc[nH]c1=O	-0.2%	2.1	55	i	0.2	4.3%	1.4	5.1%	-0.3%	i	13.0	-3.1%
O=C(NCCc1ccccc1)c1ccc2c(c1)S(=O)(=O)N=C1CCCCCN12	0.9%[50 µM]	-1.9	55	i	0.8	/	/	-55.1%	0.0%	i	55.7	/
Cc1cc(NC(=O)C(C)C)n(-c2nc3ccccc3s2)n1	-0.2%	3.2	43	i	0.2	-1.8%	1.1	-0.5%	4.6%	i	42.1	3.5%
CC(C)(O)[C@@H]1CC[C@@](C)(C2CC[C@]3(C)C2[C@H](O)CC2[C@@]4(C)CC[C@H](O)C(C)(C)C4[C@@H](O[C@H]4O[C@@H](CO)[C@H](O)[C@@H](O)[C@@H]4O[C@@H]4O[C@H](CO)[C@@H](O)[C@H](O)[C@H]4O)C[C@]23C)O1 (stereo in doubt)	2.4%	-1.3	50	i	1.3	/	/	4.8%	/	i	34.8	/
Cc1ccc(OCC(O)Cn2c(=N)n(Cc3ccccc3)c3ccccc32)cc1 (centres undefined)	-0.7%	7.9	59	+	1.8*	6.0%	1.2	-1.7%	?	i	43.3	6.0%
CCc1nc(SCC(N)=O)c2c(=O)n(C)c(=O)n(C)c2n1	-0.7%	0.1	71	i	0.4	14.8%	1.1	0.8%	1.4%	i	28.0	3.9%
COc1ccc(NC(=O)NNC(=O)COc2cc(C)c(Cl)c(C)c2)c(OC)c1	0.2%	-0.3	44	i	0.9	8.3%	/	8.2%	1.0%	i	24.0	-4.5%
COc1cc(OC)cc(C(=O)NNC(=O)CCOc2ccccc2OC)c1	0.8%[50 µM]	-0.7	73	i	0.5	/	/	5.3%	1.1%	i	38.2	/
